Scp-1 inhibitor: blocks human Scp-1 phosphatase activity; actives 0.88% (n = 340,000); inhibition, % at 20 µM; Recombinant Scp1, phosphopeptide, malachite green phosphate absorbance; Q9GZU7; AID 493091;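 active = inhibition above about 50% at 20 µM, limit read from the data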;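 also: plate controls were DMSO wells with enzyme for no effect and wells lacking enzyme for full effect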
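Incubation: 45 min enzyme reaction at room temperature / System: truncated SCP-1 phosphatase (76-261aa) / Reagent: Phospho 17-mer peptide substrate / Buffer or medium: Acidic Tris acetate buffer with magnesium and detergent / Signal: absorbance at 630 nm / Doses: one concentration, 20 µM, with 1.0% DMSO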
NadD block: blocks S. aureus nicotinate mononucleotide adenylyltransferase | inhibition, % at 20 µM | purified NadD enzyme, colorimetric absorbance read-out | AID 602399 | actives 0.78% (n = 360,000); in the data active = inhibition above about 26%; also: some compounds past the cut are filed as inactive
MsrA inhibitor: inhibitors of bovine MsrA; actives 0.75% (n = 360,000); inhibition, % at 15.5 µM; purified bovine MsrA, absorbance read-out; in the data active = inhibition above about 4.5%;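 also: 0% = vehicle wells with enzyme and 100% = reference inhibitor wells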
Rpn11 block: inhibitors of human proteasome Rpn11 | AID 588493 | human 26S proteasome, Ub4-pepOG fluorescence polarization; 20S core pre-blocked with epoxomicin | O00487 | actives 0.59% (n = 360,000) | calls only at 20 µM;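 active = inhibition at 20 µM, scaled to each plate's controls, above about 33%, limit read from the data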
STEP inh: blocks human striatal-enriched tyrosine phosphatase; P54829; recombinant STEP, OMFP fluorogenic substrate, fluorescence; inhibition, % at 20 µM; actives 0.25% (n = 360,000); AID 588621;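 active = inhibition at 20 µM, scaled per plate between control wells, above about 37%, limit read from the data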;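 also: 0% = DMSO with enzyme and substrate and 100% = substrate only without enzyme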
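Assay system: isolated STEP enzyme. Buffer or medium: pH 6.0 Bis-Tris with DTT and Tween 20. Also added: fluorogenic phosphatase substrate OMFP at 25 µM final. Dosing: 20 µM, 1% DMSO. Timing: 20 min reaction, room temperature, in the dark. Measured by: fluorescence intensity, excitation 480 nm, emission 540 nm. Evaluation: normalized % inhibition.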
CSN deneddyl inh: blocks human CSN-mediated cullin deneddylation | Q92905 | Purified CSN, SCF-Nedd8-OG deneddylation, fluorescence polarization | inhibition, % at 12.5 µM | actives 0.38% (n = 360,000) | AID 651999;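 active = pattern-corrected inhibition above about 35%, with an unprinted fluorescence ratio check between 0.5 and 1.5, limit read from the data, passing the limit was not always enough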;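 also: 0% = enzyme with substrate and 100% = substrate without enzyme; some results filed as inactive read as strong as hits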
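Test system: purified human Csn5 enzyme expressed in HEK293T cells. Amount: 0.24 nM enzyme. Reagent: SCFSkp2-Nedd8OG substrate at 10 nM final. Schedule: 90 min incubation of compound, enzyme and substrate at room temperature. Detection: fluorescence polarization. Read-out: % inhibition of substrate cleavage by Csn5.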
LMPTP inh: blocks human LMPTP phosphatase | inhibition, % at 20 µM | actives 0.22% (n = 360,000) | P24666 | recombinant LMPTP-A, OMFP fluorogenic substrate, fluorescence intensity | AID 651560;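 active = compounds that cut the enzyme signal by at least half of the control window in the single-dose screen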;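 also: plate controls were DMSO wells with enzyme plus substrate for no effect and substrate without enzyme for full effect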
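Test system – LMPTP-A phosphatase enzyme · Quantity – 0.625 nM LMPTP-A final · Reagent – OMFP substrate, 400 µM final · Dosing – one test concentration per compound, 20 µM, with 3% DMSO overall · Timing – 50 min enzyme reaction at room temperature, protected from light · Detection – fluorescence intensity · Controls – substrate-only low control, DMSO enzyme-plus-substrate high control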
TbMetRS inhib: blocks T. brucei methionyl-tRNA synthetase activity; purified T. brucei MetRS, ATP depletion, Kinase-Glo luminescence; inhibition, % at 11.9 µM; actives 0.4% (n = 360,000);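 active = inhibition above a per-plate cutoff of the control wells' mean inhibition plus 3 SD, cut at about 5.5% in these data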;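 also: 0% = DMSO wells median and 100% = median of wells with control inhibitor compound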
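assay system = parasite MetRS enzyme | timing = 15 min preincubation, 2 h reaction, all 25 °C | evaluation = percent inhibition relative to median high and low control wells | medium = HEPES buffer containing pyrophosphatase, BSA, spermine, DTT | compound = single dose, 11.9 µM final nominal, 0.9% final DMSO | detection = Kinase-Glo luminescence, ATP depletion format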
DNMT1 block: inhibitors of human DNMT1 | P26358 | DNMT1 molecular beacon, Hinp1I cleavage, fluorescence | inhibition (reported as % activation of signal), % at 10 µM | actives 0.83% (n = 360,000) | AID 588458; in the data active = inhibition above about 50%
Target sequence (P26358 504-1616 limits assumed): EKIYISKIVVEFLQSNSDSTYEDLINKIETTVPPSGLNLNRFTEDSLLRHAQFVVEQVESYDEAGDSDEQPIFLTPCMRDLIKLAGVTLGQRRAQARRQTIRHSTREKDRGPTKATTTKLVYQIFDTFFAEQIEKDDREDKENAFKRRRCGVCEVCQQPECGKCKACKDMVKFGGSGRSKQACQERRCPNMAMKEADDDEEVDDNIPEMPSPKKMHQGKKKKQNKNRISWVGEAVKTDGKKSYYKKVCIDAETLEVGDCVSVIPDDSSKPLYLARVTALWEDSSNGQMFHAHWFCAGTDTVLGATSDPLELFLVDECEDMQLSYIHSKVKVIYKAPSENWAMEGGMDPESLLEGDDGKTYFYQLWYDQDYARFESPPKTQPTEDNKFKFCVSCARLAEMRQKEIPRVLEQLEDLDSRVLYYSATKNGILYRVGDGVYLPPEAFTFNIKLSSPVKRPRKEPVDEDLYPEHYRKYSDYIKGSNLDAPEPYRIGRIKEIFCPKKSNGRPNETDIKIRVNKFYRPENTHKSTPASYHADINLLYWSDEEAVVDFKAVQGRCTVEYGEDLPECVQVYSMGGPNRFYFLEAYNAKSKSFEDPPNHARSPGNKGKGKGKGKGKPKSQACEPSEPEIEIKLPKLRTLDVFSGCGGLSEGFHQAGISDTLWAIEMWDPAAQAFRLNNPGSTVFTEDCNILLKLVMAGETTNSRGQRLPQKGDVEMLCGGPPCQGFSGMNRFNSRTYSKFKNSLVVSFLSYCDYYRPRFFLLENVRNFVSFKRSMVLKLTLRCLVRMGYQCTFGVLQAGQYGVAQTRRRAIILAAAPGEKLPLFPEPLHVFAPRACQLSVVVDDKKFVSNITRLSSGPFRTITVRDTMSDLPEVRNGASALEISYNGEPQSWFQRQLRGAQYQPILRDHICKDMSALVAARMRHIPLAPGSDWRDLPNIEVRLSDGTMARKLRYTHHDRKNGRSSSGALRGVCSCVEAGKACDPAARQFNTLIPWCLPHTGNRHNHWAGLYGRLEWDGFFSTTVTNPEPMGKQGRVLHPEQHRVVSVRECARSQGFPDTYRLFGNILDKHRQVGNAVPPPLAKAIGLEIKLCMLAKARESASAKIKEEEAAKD
SUMO1 PPI mod: SUMO1-SIM interaction modulation | SUMO1 binding to a labelled peptide, TR-FRET, 1 h | actives 0.33% (n = 360,000) | AID 602429 | inhibition, % at 20 µM; in the data active = inhibition above about 37%
Active calls of the source: *; i = inactive; · = not tested or not shown.

SMILES	Scp-1 inhibitor	NadD block	MsrA inhibitor	Rpn11 block	STEP inh	CSN deneddyl inh	LMPTP inh	TbMetRS inhib	DNMT1 block	SUMO1 PPI mod
COc1cccc(C(=O)C2CCCN(Cc3c(C)n(C)n(-c4ccccc4)c3=O)C2)c1 (stereo not drawn)	-9.0	-9.6	1.6	i	-0.3	-0.7	-2.0	1.3	2.2	-0.6
COCc1[nH][nH]c(=O)c1/C=N/N1CCOCC1	-6.3	-2.1	0.6	i	2.0	-3.9	-0.8	-0.5	-5.2	-2.5
O=C(Nc1ccccc1F)c1csc([C@@H]2C[C@H](O)[C@@H](CO)O2)n1	·	-4.9	-0.8	i	3.0	-3.5	-2.3	-0.2	-3.0	1.3
CCN(CC(=O)Nc1c(F)cccc1F)C(=O)CCOc1ccccc1	1.4	-3.7	0.2	i	-0.1	0.8	-1.1	-0.7	1.3	-1.7
CN1CCN(Cc2nc(Cc3ccccc3)no2)CC1c1ccccc1 (stereo not drawn)	-4.7	1.9	1.6	i	-0.5	0.4	0.7	-0.2	-0.7	3.3
COc1ccccc1CNC(=O)[C@@H]1CCCN1S(=O)(=O)c1ccc(C)cc1	4.7	1.5	-0.1	i	-4.4	-4.8	-0.4	1.6	0.9	4.8
Brc1ccc(-c2nc(-c3ccncc3)no2)o1	-2.5	0.0	-0.7	i	-2.3	-0.8	-2.5	-1.7	3.3	-6.9
Cn1cc(C(=O)C(=O)N2CCN(c3ccccc3)CC2)c2ccccc21	-7.4	-0.3	-0.4	i	-0.8	1.8	-0.4	-0.6	0.1	-2.2
COCc1c(C(=O)N2CCN(c3ccccc3C)CC2)oc2ccccc12	4.8	1.5	-0.6	i	-3.1	-5.0	2.5	-0.1	5.6	-0.7
CCC(=O)N(Cc1ccco1)c1nc(-c2ccccc2)cs1	-11.2	-0.3	1.2	i	-0.1	-1.9	0.5	-0.7	-3.1	6.1
OCCC1CN(Cc2cccs2)CCN1Cc1ccccc1 (stereo not drawn)	-3.2	-2.5	0.3	i	-0.8	-3.5	-1.4	-0.8	4.1	-2.6
COc1ccc(NC(=O)CN2C(=O)C(=O)N(C3CCCC3)C2=O)c(OC)c1	-4.9	0.6	-0.5	i	-1.0	3.9	0.1	0.2	-6.8	1.6
COc1ccccc1OCC(=O)OCC(=O)NCCN1C(=O)CSC1=O	-0.2	-3.0	0.1	i	-3.9	2.8	0.7	-1.1	6.4	0.3
COCCn1c(SCC(=O)Nc2cccc(C)c2)nnc1C(C)C	0.2	6.5	-1.4	i	-2.0	-6.6	-0.3	-0.7	-3.2	-2.4
COc1ccc(C(=O)CSc2nnc(CNc3ccc(F)cc3)o2)cc1	-6.0	-5.1	0.0	i	1.6	-1.1	-0.9	-0.8	-1.7	-3.8
CC1(Cc2ccccc2Cl)C(=O)Nc2c(Cl)ccc(Cl)c21 (stereo not drawn)	·	-6.5	-0.8	i	1.3	0.9	3.4	-0.1	23.8	5.5
CSCCC(NS(=O)(=O)c1ccc2c(c1)oc(=O)n2C)C(=O)NC1CCCCC1 (stereo not drawn)	-8.4	3.6	-1.4	i	-1.1	3.9	-0.9	-0.4	2.9	-4.5
OC1Cc2ccccc2C1Nc1cccc(C(F)(F)F)c1 (stereo not drawn)	4.0	3.6	-0.2	i	1.8	-0.2	0.3	-0.3	-0.5	35.1
COc1ccc(OC)c(C2c3[nH]c4ccccc4c3C[C@H]3C(=O)N(C4CC4)CC(=O)N23)c1 (stereo partly drawn)	-10.4	0.7	0.5	i	-2.3	-2.0	-1.7	-0.3	-3.4	0.4
Cn1c(=O)cc(OCCCC(=O)Nc2ccccn2)c2ccccc21	-8.4	0.8	0.1	i	-4.6	-1.6	-0.3	0.4	2.4	0.3
CCc1ccc(OCCNC(=O)OCc2ccccc2)cc1	-11.8	1.0	0.3	i	-1.5	3.3	-0.3	-2.0	11.1	3.7
Nc1ccccc1Oc1c(F)c(F)c(Oc2ccccc2N)c(F)c1F	0.7	-2.0	-0.3	i	0.2	-7.2	1.6	-0.4	-2.4	-1.0
CCC(C)C(=O)C(=O)N1CCC(n2nccc2NC(=O)CCOc2ccccc2)CC1 (stereo not drawn)	·	-1.0	0.3	i	2.3	2.7	-1.2	-0.1	-3.5	2.0
CCCCNC(=O)CNC(=S)N(Cc1ccccc1)Cc1cccs1	-1.0	-8.0	-0.2	i	0.9	-2.0	-0.4	0.4	-0.2	-5.8
N#Cc1c2n(c(=S)n(-c3ccc(F)cc3)c1=O)CCCCC2	1.7	-2.1	1.5	i	-3.2	-2.6	0.1	-1.3	-1.8	-0.3

The results go on:
SMILES	Scp-1 inhibitor	NadD block	MsrA inhibitor	Rpn11 block	STEP inh	CSN deneddyl inh	LMPTP inh	TbMetRS inhib	DNMT1 block	SUMO1 PPI mod
CCCCCCCCc1nnc(N)s1	-3.6	-2.5	0.0	i	-0.2	0.2	-0.7	-0.2	-0.1	1.6
COc1ccc(OCCC(=O)OCC(=O)NC2CCCCCCC2)cc1	-12.1	-1.7	-0.5	i	2.8	0.0	-1.3	-0.2	-1.3	0.8
O=C(N/N=C/c1cc(Cl)cc([N+](=O)[O-])c1O)c1ccc2c(c1)OCO2	99.2*	8.0	0.5	i	99.4*	-0.8	60.1*	-1.4	3.2	-21.1
Cc1c(C)c2ccc(OCC(=O)NCCCn3ccnc3)cc2oc1=O	-4.5	-5.2	2.7	i	-1.7	-4.3	-0.7	-0.5	2.9	-8.3
Cc1c(Cl)cccc1NC(=O)CSc1nncn1-c1cccnc1	-5.5	-0.4	-0.3	i	2.7	-0.7	0.8	-0.5	0.8	3.0
CC(C)c1nc(NCCN2CCOCC2)c(C#N)c2c1COC(C)(C)C2	-6.1	6.6	0.1	i	-2.9	-0.5	0.4	-0.7	-2.2	-4.4
C=CC(=O)N1C/C(=C/c2ccc(Cl)cc2)C(=O)/C(=C\c2ccc(Cl)cc2)C1	-13.3	-4.9	1.3	i	0.0	24.6	3.9	-0.3	7.2	7.3
Cc1cccnc1NC(=S)NC(=O)/C=C/c1ccco1	-4.5	-0.4	2.8	i	-0.1	0.0	-0.6	-0.7	0.9	1.8
C[C@H]1CN([C@@H](C)CO)C(=O)CCCn2nncc2CO[C@@H]1CN(C)Cc1cccc(C(=O)O)c1	·	-7.3	-0.6	i	1.9	2.6	-3.7	-1.0	5.8	3.7
CN(C(=O)c1cccs1)c1ccc(OCC(=O)Nc2ccc(C(=O)O)cc2)cc1	-10.7	-5.1	-0.7	i	3.7	1.6	-2.4	-0.1	0.7	7.8
CC(=O)N1CCN(c2ccccc2NC(=O)c2cccs2)CC1	-3.6	-3.9	-0.3	i	0.4	-1.8	-0.7	-0.7	-0.3	2.5
CCC(C)(C)n1nnnc1CN1CCN(c2ccc(OC)cc2)CC1	-8.1	-0.4	0.7	i	0.4	1.6	-0.4	-0.2	-0.6	7.1
Cc1ccc(S(=O)(=O)N2CCCCC2C(=O)N2CCN(C)CC2)cc1 (stereo not drawn)	-4.2	0.4	-0.9	i	-1.1	2.0	-4.3	-0.7	-3.2	-2.6
CCN(CC)S(=O)(=O)c1ccc2c(c1)c(=O)c(C(=O)N1CCN(c3ccccn3)CC1)cn2C	-13.1	-4.3	2.1	i	-3.8	-1.8	-2.5	0.2	-2.9	-0.1
CC(C)(O)c1[nH]c2cc(C(F)(F)F)ccc2c1C(C)(C)O	-8.5	-5.7	0.9	i	-1.8	0.9	-0.2	-0.1	-1.1	2.0
CC(Sc1cccc2cccc(C(=O)O)c12)C(=O)O (stereo not drawn)	1.1	1.4	1.3	i	-12.0	-3.9	0.3	-1.2	2.6	-2.9
Cc1cc(C(=O)CCC(=O)N2CCN(c3ccccc3)CC2)c(C)s1	-3.5	6.1	-1.4	i	3.3	-1.8	-1.4	-0.4	2.1	-11.1
COc1ccccc1CNC(=O)COC(=O)c1cccc(-n2cnnn2)c1	-4.9	7.2	-0.2	i	0.1	-0.1	-0.2	0.1	-1.0	4.4
O=C(c1cnc2ccccn2c1=O)N1CCc2ccccc21	-3.8	1.7	3.3	i	0.6	4.9	-0.6	-1.3	5.5	-2.6
CCCN(CCC)Cc1cc(=O)oc2cc(C)cc(C)c12	·	-6.4	0.2	i	0.6	-0.2	1.3	0.4	8.2	4.9
O=C(O)CSc1nc2ccccc2n1C1CCCCC1	8.6	0.7	-0.5	i	1.3	2.7	-0.3	-0.9	1.4	0.6
CCOC(=O)c1ccc(N2CCCCC2)c(NS(=O)(=O)c2cccc(C(F)(F)F)c2)c1	-10.9	1.5	-0.2	i	3.3	100.5	2.8	0.0	-3.5	3.6
CCN(c1cccc(C)c1)S(=O)(=O)c1ccc2c(c1)CCN2C(C)=O	-9.1	-9.4	-1.7	i	0.6	3.4	0.1	0.2	1.8	0.7
COc1cc(C)c(CNC2CCCCC2)cc1C	-8.9	1.1	0.0	i	0.4	3.4	-1.7	0.3	6.2	-4.1
Cc1cc(C(=O)N/N=C/c2ccc(O)c([N+](=O)[O-])c2)c(C)n1-c1ccc(F)cc1	-9.1	33.3*	4.9*	i	4.3	-2.5	-3.5	0.6	9.2	1.8
CCOC(=O)c1csc(CCNC(=O)c2oc3c(Cl)cc(C)cc3c2C)n1	-7.2	-9.3	-0.6	i	4.6	4.2	1.7	-0.4	-1.2	9.0
CCn1c(Sc2ccc(N)cc2Cl)nc2ccccc21	-1.0	-2.0	0.7	i	3.1	1.8	5.7	0.4	-2.8	2.3
COc1ccc(-c2cc(-c3ccccc3)c(C#N)c(S(C)(=O)=O)n2)cc1	-9.7	-3.8	0.6	i	-0.1	-4.5	0.0	-2.8	3.3	-0.6
Cc1ccc(S(=O)(=O)Nc2ccc(-n3cnnn3)cc2)c(C)c1	-4.3	-3.6	0.6	i	8.3	-2.8	0.0	-0.1	-0.4	1.0

A second format for two compounds above:
Results follow in this order: Scp-1 inhibitor	NadD block	MsrA inhibitor	Rpn11 block	STEP inh	CSN deneddyl inh	LMPTP inh	TbMetRS inhib	DNMT1 block	SUMO1 PPI mod
- CC(C)c1nc(NCCN2CCOCC2)c(C#N)c2c1COC(C)(C)C2
    -6.1	6.6	0.1	i	-2.9	-0.5	0.4	-0.7	-2.2	-4.4
- C=CC(=O)N1C/C(=C/c2ccc(Cl)cc2)C(=O)/C(=C\c2ccc(Cl)cc2)C1
    -13.3	-4.9	1.3	i	0.0	24.6	3.9	-0.3	7.2	7.3

Not a hit list, and some 3.9% of all compounds hit somewhere here.
